# Compound activity deposited in PubChem BioAssay by several laboratories.
# Cdc42 wt: modulators (inhibitors or activators) of GTP binding to human Cdc42 wildtype | P60953 | GST-Cdc42 beads, Bodipy-GTP binding, flow cytometry; actives lie on both sides | percent activity (GTP binding), % at 10 µM | hit rate 0.2% among 190,000;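 active = percent activity GTP binding at least 20 points away from the 100% baseline, either down as inhibitor or up as activator; inconclusive = compound flagged as likely green fluorescent from well-wide comparison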;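 note: median bead fluorescence of bound Bodipy-FL-GTP at 100 nM; 0% = excess unlabeled GTP control and 100% = no compound control; below 100% means less GTP binding so inhibitor and above means activator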
# ABCB1 inh: blocks JC-1 efflux by human ABCB1 transporter; P08183; CCRF-Adr cells, flow cytometry; inhibition, % at 6.6 µM; hit rate 0.067% among 190,000; in the data active = inhibition above about 40%;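 note: 0% = vehicle and 100% = reference inhibitor; higher value means more JC-1 retained so stronger ABCB1 efflux block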
# Target sequence (P08183 whole entry, looked up): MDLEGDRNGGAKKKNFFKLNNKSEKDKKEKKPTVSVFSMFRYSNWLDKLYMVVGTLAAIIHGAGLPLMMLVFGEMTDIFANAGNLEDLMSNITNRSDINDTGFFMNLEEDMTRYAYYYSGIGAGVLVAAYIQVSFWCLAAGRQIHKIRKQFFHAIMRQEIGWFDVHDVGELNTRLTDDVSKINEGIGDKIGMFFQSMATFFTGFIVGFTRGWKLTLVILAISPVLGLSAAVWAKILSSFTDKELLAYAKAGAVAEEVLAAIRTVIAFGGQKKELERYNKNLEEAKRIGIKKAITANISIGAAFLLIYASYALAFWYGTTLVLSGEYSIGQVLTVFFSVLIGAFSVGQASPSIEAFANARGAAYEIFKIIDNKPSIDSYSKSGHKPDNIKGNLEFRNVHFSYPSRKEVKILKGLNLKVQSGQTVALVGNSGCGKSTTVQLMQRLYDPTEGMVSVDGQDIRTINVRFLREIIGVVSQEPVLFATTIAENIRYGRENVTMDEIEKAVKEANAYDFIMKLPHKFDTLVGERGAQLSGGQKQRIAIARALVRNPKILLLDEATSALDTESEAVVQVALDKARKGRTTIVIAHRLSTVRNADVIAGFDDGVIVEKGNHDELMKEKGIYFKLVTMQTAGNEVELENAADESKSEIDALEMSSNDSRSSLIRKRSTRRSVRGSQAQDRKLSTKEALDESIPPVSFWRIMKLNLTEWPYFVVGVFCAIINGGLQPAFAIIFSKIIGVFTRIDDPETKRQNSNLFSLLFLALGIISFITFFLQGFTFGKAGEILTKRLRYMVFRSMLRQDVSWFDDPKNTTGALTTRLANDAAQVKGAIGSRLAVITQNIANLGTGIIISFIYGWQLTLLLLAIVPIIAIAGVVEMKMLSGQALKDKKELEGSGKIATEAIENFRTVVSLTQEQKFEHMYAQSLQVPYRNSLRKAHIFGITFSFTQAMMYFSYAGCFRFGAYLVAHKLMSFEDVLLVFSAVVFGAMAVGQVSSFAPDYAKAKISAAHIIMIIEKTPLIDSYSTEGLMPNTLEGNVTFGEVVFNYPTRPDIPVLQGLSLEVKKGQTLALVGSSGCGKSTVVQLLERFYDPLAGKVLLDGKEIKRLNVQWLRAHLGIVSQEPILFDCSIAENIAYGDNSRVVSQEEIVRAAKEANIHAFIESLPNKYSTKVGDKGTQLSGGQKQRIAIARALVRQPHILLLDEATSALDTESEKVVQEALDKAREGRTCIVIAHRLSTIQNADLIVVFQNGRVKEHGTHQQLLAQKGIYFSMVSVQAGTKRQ
# Rac1 act GTP bind: alters GTP binding to activated mutant human Rac1; GST-Rac1 activated beads, fluorescent GTP binding, flow cytometry; actives lie on both sides; 100% means binding = to untreated wells; percent activity (GTP binding), % at 10 µM; hit rate 0.11% among 190,000; AID 764;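 active = GTP binding at least 20 percentage points away from the 100% baseline, in either direction, so actives lie on both sides; inconclusive = Compound likely fluorescent itself, or too few beads counted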
# Rac1 wt modul: alters GTP binding to wildtype human Rac1. GST-Rac1 beads, fluorescent GTP binding, flow cytometry; actives lie on both sides; 0 = cold GTP competed, 100 = untreated. GTP binding activity (% of control), % at 10 µM. hit rate 0.27% among 190,000. AID 757;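 active = GTP binding activity at least 20 points away from the 100% control level, either lower or higher; inconclusive = compound flagged as likely green fluorescent, judged across all proteins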
# Avidin bead fluor: compound fluoresces at 488/530 nm on avidin beads; compound fluorescence 488/530 nm, flow cytometry; stronger effect = higher value; fluorescence (KMESF) at 10 µM; hit rate 0.38% among 220,000; in the data active = fluorescence above about 47; note: inactives centre near 10
# Rab7 wt GTP bind: dog Rab7 wildtype GTP binding, inhibitors and activators; GST-Rab7 beads, fluorescent GTP binding, flow cytometry; actives lie on both sides; untreated = 100%, excess cold GTP = 0%; GTP binding activity (percent of control), % at 10 µM; hit rate 0.055% among 190,000;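 active = fluorescent GTP binding to Rab7 beads changed by at least 20 points from the 100% baseline, either direction, mostly lower; inconclusive = compound itself probably fluorescent, or too few beads counted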;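 note: median green fluorescence of bound Bodipy-FL-GTP per Rab7 bead population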
# Rab2 wt GTP: changes GTP binding to wildtype dog Rab2A, up or down; GTP binding activity, % at 10 µM; GST-Rab2 wt beads, Bodipy-GTP binding, flow cytometry; P61105; hit rate 0.19% among 190,000;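 active = GTP binding activity at least 20 points away from 100%, either lowered or raised; inconclusive = signal likely due to the compound's own green fluorescence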;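 note: 0% = beads with excess unlabeled GTP and 100% = no-compound control corrected for plate trend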
# GSH bead fluor: compound fluoresces at 488/530 nm on GSH beads. GSH beads flow cytometry, compound fluorescence 488/530 nm; stronger effect = higher value. fluorescence (KMESF) at 10 µM. hit rate 0.25% among 190,000. AID 1776; in the data active = fluorescence above about 89;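 note: glutathione beads carrying GST-tagged Bcl family fusion proteins plus one bare bead set; values are compound well signal with DMSO vehicle wells as background; inactives centre near 16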
# ABCG2 block: inhibitors of human ABCG2 transporter, ABCB1 counter-screen. IgMXP3 cells, JC-1 efflux, flow cytometry. inhibition, % at 6.6 µM. hit rate 0.1% among 190,000;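 active = inhibition above 80%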;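 note: 0% = DMSO and 100% = nicardipine control wells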
#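 test system = two drug-resistant human cell lines, ABCG2 and ABCB1 | amount = 3 million cells/mL final, two lines in 1:1 ratio | reagent = JC-1 transporter substrate | doses = one concentration, 6.6 µM final | incubation = 10 min at 25 °C | signal = flow cytometric JC-1 green MFI at 530 nm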
# Pf gamet viab: kills late stage P. falciparum gametocytes; P. falciparum stage V gametocytes, ATP luminescence, 24 h; inhibition, % at 10.9 µM; hit rate 0.065% among 150,000;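 active = inhibition above the mean plus 3 SD of compounds within the control limits, set per campaign, cut at about 38% in these data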;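 note: 0% = DMSO wells and 100% = medium only without gametocytes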
# HRas wt GTP bind: human HRas wildtype GTP binding, change in either direction. P01112. GST-Ras wt beads, Bodipy-FL-GTP binding, flow cytometry; actives lie on both sides. GTP binding activity, % at 10 µM. hit rate 0.14% among 190,000. AID 759;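 active = GTP binding activity at least 20% away from the 100% baseline, either lowered as inhibitor or raised as activator; inconclusive = flagged as likely green fluorescent, judged across all proteins in the well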;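 note: 0% = unlabeled GTP competition control and 100% = no-compound control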
# * marks the source's active call; other numbers are inactive results; ? = inconclusive; · = no result given.
SMILES,Cdc42 wt,ABCB1 inh,Rac1 act GTP bind,Rac1 wt modul,Avidin bead fluor,Rab7 wt GTP bind,Rab2 wt GTP,GSH bead fluor,ABCG2 block,Pf gamet viab,HRas wt GTP bind
CCc1nc(N2CCCC(C)C2)c2oc3ccccc3c2n1 (stereo not drawn),102.0,2.1,103.0,108.0,15,101.0,103.0,10,9.1,-3.3,101.0
CC(C)C(=O)NC(=S)Nc1ccc(S(=O)(=O)N(C)Cc2ccccc2)cc1,96.0,0.4,94.0,96.0,13,95.0,95.0,41,4.1,14.1,97.0
COC(=O)c1c(C)cc(OC(C)=O)c(C)c1OC(C)=O,102.0,-2.3,99.0,103.0,8,99.0,103.0,32,-1.6,·,102.0
N#Cc1c(C(F)(F)F)cc(-c2cccs2)nc1SCc1cccnc1,108.0,0.8,98.0,116.0,27,105.0,99.0,9,3.5,·,109.0
O=C(COc1ccc([N+](=O)[O-])cc1)Nc1cccnc1,97.0,0.0,95.0,96.0,11,96.0,95.0,20,1.3,-20.0,96.0
CC(C)CC(NS(=O)(=O)c1ccc2c(c1)oc(=O)n2C)C(=O)NC1CCCc2ccccc21 (stereo not drawn),99.0,0.5,101.0,104.0,5,99.0,99.0,19,0.1,·,99.0
COc1ccc2[nH]c(=O)c(CN(Cc3cccs3)Cc3nnnn3C(C)(C)C)cc2c1,100.0,1.9,97.0,101.0,6,97.0,100.0,26,3.1,·,101.0
COC(=O)c1cc(COc2ccc3oc(C)c(C(=O)OC)c3c2)c(C)o1,100.0,2.8,98.0,102.0,8,104.0,104.0,15,41.1,-5.0,101.0
O=c1c2ccccc2nnn1Cc1ccc(F)cc1,97.0,1.1,97.0,98.0,14,102.0,99.0,16,2.9,4.1,98.0
CCc1ccc(-c2nnn(CCC(=O)OC)n2)cc1,103.0,0.1,101.0,105.0,36,103.0,101.0,19,0.9,4.5,102.0
CS(=O)(=O)N1CCN(C(=O)Cc2cccs2)CC1,104.0,1.1,102.0,109.0,10,96.0,96.0,33,1.0,·,99.0
Cc1cccc(C)c1NC(=O)C(NC=O)c1ccccc1Cl (stereo not drawn),100.0,0.2,99.0,99.0,13,100.0,99.0,10,4.0,18.0,99.0
Cc1ccc(-c2nc(CS(=O)CC(=O)NCCN3CCCC3)c(C)o2)cc1 (stereo not drawn),100.0,0.2,99.0,103.0,23,100.0,101.0,16,0.9,·,99.0
CCOC(=O)C1CCCN(Cc2cn[nH]c2-c2ccc(F)cc2F)C1 (stereo not drawn),95.0,0.4,97.0,96.0,9,97.0,95.0,26,1.1,-10.5,96.0
c1ccc(-c2nn3c(C4CCCCC4)nnc3s2)cc1,98.0,1.4,99.0,104.0,7,105.0,100.0,14,58.1,26.9,100.0
O=C(NCc1ccccc1)c1ccc(CS(=O)(=O)c2ccccc2)o1,98.0,0.1,96.0,97.0,9,96.0,97.0,13,0.7,-25.0,98.0
O=c1c(F)cn(C2CCCO2)c(=O)n1Cc1ccccc1Cl (stereo not drawn),101.0,0.2,100.0,102.0,5,99.0,100.0,46,0.8,·,102.0
CCOC(=O)c1ccc(N2CCN(c3ccccc3F)CC2)c(NC(=O)Nc2ccccc2)c1,?,·,?,?,7,?,?,9,8.2,-32.4,?
COc1ccc(NC(=O)c2c(NC(=O)CNCC(C)C)sc3c2CCC3)c(OC)c1,88.0,3.9,90.0,93.0,8,98.0,91.0,13,6.0,1.3,92.0
Cc1cc(NC(=O)CC2CCCC2)n(-c2nc3ccccc3[nH]2)n1,103.0,0.3,101.0,111.0,8,103.0,103.0,14,2.9,-4.7,103.0
CCN(CC)C(=O)Cn1cc(C(=O)C(=O)N2CCc3ccccc32)c2ccccc21,92.0,0.4,97.0,92.0,8,96.0,97.0,21,-1.4,0.2,95.0
Cc1ccc(NC(=O)c2noc3c2CC(C(C)(C)C)CC3)cc1 (stereo not drawn),101.0,0.3,97.0,102.0,15,102.0,99.0,28,24.3,-26.7,101.0
CCOC(=O)c1ccccc1NC(=O)CSc1nnc(COc2ccccc2)n1CC,94.0,1.9,91.0,94.0,14,92.0,93.0,34,13.6,1.6,96.0
c1ccc(C2CC(c3cccs3)n3nnnc3N2)cc1 (stereo not drawn),100.0,1.0,99.0,100.0,8,104.0,101.0,14,6.0,2.2,102.0
Cc1ccc(COc2ccc(/C=N/NC(=O)c3ccc(CN4CCOCC4)cc3)cc2)cc1,103.0,0.4,102.0,107.0,11,100.0,100.0,13,-0.2,-24.2,101.0
Cc1cc2nc(-c3ccc(SCc4ccc(C(=O)O)cc4)nc3)[nH]c2cc1C,86.0,-0.5,89.0,84.0,10,100.0,88.0,16,-1.1,·,91.0
Cn1cnnc1SCc1nc(N)nc(Nc2ccccc2)n1,106.0,0.3,100.0,105.0,14,104.0,100.0,34,1.6,·,100.0
CN=C1S/C(=C\c2ccc(N3CCCC3)c(F)c2)C(=O)N1C,101.0,1.4,94.0,98.0,9,92.0,95.0,16,8.3,9.0,96.0
Cc1cc(O)c(C(C)C)cc1NS(=O)(=O)c1ccccc1,92.0,0.3,89.0,90.0,9,98.0,91.0,56,2.5,·,93.0
CCOc1ccccc1/C=N/Nc1ccccc1[N+](=O)[O-],103.0,5.7,99.0,108.0,12,103.0,103.0,27,11.0,·,103.0

# Part of the list above in order of length of the SMILES, smallest number first.
SMILES,Cdc42 wt,ABCB1 inh,Rac1 act GTP bind,Rac1 wt modul,Avidin bead fluor,Rab7 wt GTP bind,Rab2 wt GTP,GSH bead fluor,ABCG2 block,Pf gamet viab,HRas wt GTP bind
Cn1cnnc1SCc1nc(N)nc(Nc2ccccc2)n1,106.0,0.3,100.0,105.0,14,104.0,100.0,34,1.6,·,100.0
Cc1cc(O)c(C(C)C)cc1NS(=O)(=O)c1ccccc1,92.0,0.3,89.0,90.0,9,98.0,91.0,56,2.5,·,93.0
Cc1cc2nc(-c3ccc(SCc4ccc(C(=O)O)cc4)nc3)[nH]c2cc1C,86.0,-0.5,89.0,84.0,10,100.0,88.0,16,-1.1,·,91.0

# (continued)
SMILES,Cdc42 wt,ABCB1 inh,Rac1 act GTP bind,Rac1 wt modul,Avidin bead fluor,Rab7 wt GTP bind,Rab2 wt GTP,GSH bead fluor,ABCG2 block,Pf gamet viab,HRas wt GTP bind
Cc1cc(/C=C(\C#N)C(=O)Nc2ccc(F)cc2)c(C)n1-c1ccc(N2CCOCC2)c([N+](=O)[O-])c1,103.0,0.9,98.0,99.0,13,98.0,102.0,22,4.3,·,103.0
CN=C(c1ccco1)n1c(=S)nc(-c2ccco2)n(C)c1=S,102.0,-0.7,100.0,102.0,10,94.0,98.0,23,-0.2,·,98.0
O=C(/C=C/c1cc([N+](=O)[O-])ccc1OC(F)F)NCc1ccc(F)cc1,102.0,0.3,102.0,109.0,7,101.0,101.0,265*,1.6,-5.7,101.0
CCS(=O)(=O)c1ccc2c(c1)NC(=O)C(CCCl)O2 (stereo not drawn),96.0,0.0,97.0,101.0,7,97.0,97.0,19,-0.4,-13.4,96.0
COC(=O)C1CSc2[nH]c(=O)sc2C1c1ccccc1 (stereo not drawn),100.0,1.2,99.0,102.0,14,104.0,100.0,35,11.8,·,101.0
Cc1cccc(C)c1NC(=O)c1sccc1SCc1cccc(C(F)(F)F)c1,103.0,0.2,101.0,106.0,47,105.0,106.0,13,1.9,·,103.0
COc1ccc(S(=O)(=O)N(CC(=O)O)Cc2ccccc2)cc1OC,97.0,1.1,94.0,95.0,16,94.0,97.0,24,1.0,·,97.0
COc1cccc2sc(NC(=O)c3ccc(S(=O)(=O)N4CCOCC4)cc3)nc12,102.0,0.4,99.0,101.0,5,100.0,101.0,11,1.6,11.1,102.0
COc1cc(CNc2ccc(N3CCCC3)cc2)ccc1OCc1ccccc1F,95.0,-0.1,94.0,100.0,4,99.0,97.0,2,-0.5,·,101.0
CC1CCN(CCOc2ccc(Cl)c(Cl)c2)CC1,109.0,0.4,103.0,108.0,5,110.0,103.0,17,0.1,-4.9,109.0
Nc1ccc2c(c1)COc1ccccc1O2,99.0,0.4,97.0,100.0,33,103.0,96.0,25,46.6,·,96.0
CCc1nc(SCc2cc(Cl)ccc2OC)n[nH]1,97.0,1.8,96.0,97.0,10,94.0,96.0,21,11.6,·,96.0
CCN(CC)S(=O)(=O)c1ccc(-c2nnc(SCC(=O)N3CCOCC3)o2)cc1,104.0,-0.3,97.0,106.0,36,98.0,97.0,27,2.4,0.0,98.0
O=c1c2sc3nc(N4CCOCC4)c4c(c3c2ncn1-c1ccccc1)CCCC4,100.0,6.6,93.0,98.0,9,95.0,90.0,21,11.8,7.0,94.0
Cc1ccc(-c2nnn(CCC(=O)N3CCCCC3C)n2)cc1 (stereo not drawn),98.0,-0.2,96.0,97.0,7,97.0,97.0,27,4.6,·,96.0
COc1ccc(C(=O)NCc2nnc(SCC(=O)Nc3ccccc3OC)n2C)cc1,?,0.0,?,?,9,?,?,15,5.5,·,?
Nc1nccnc1C(=O)OCC(=O)Nc1cccc(S(=O)(=O)N2CCCCC2)c1,104.0,0.8,97.0,100.0,6,99.0,98.0,12,18.4,15.0,99.0
CC(=O)N/N=C/c1cc(C(C)C)cc(/C=N/NC(C)=O)c1O,95.0,0.3,96.0,98.0,11,106.0,99.0,14,2.3,-34.9,98.0
C=CCN(CC=C)C(=O)c1ccc(OC2CCN(Cc3ccccn3)CC2)cc1,?,0.9,?,?,6,?,?,18,1.9,16.4,?
CCCC(=O)C1=C(O)C(C(=O)OC)C(C)(C)CC1=NC(C)C (stereo not drawn),99.0,1.8,96.0,101.0,5,92.0,99.0,19,4.5,·,98.0
Cc1ccc(C(=O)Nc2nnc(C)s2)o1,97.0,0.3,97.0,101.0,24,99.0,96.0,21,2.7,·,98.0
Cc1ccc(C2C(C(=O)c3cccs3)=C(O)C(=O)N2CCN2CCOCC2)o1 (stereo not drawn),99.0,0.7,100.0,99.0,18,98.0,99.0,31,0.6,-7.1,97.0
S=C1NC(c2ccccc2)N2C(=S)NC(c3ccccc3)N12 (stereo not drawn),97.0,0.1,99.0,103.0,33,96.0,97.0,50,1.1,·,98.0
FC(F)Sc1ccc(NC(=S)NC2CCCCC2)cc1,101.0,0.4,97.0,102.0,6,97.0,100.0,12,2.8,-23.4,100.0
CCCN1C(=O)/C(=C2/C=Cc3ccccc3N2CC)SC1=S,95.0,1.9,93.0,96.0,17,104.0,97.0,9,8.6,4.3,100.0
Cn1c(CNC(=O)c2ccco2)nnc1SCC(=O)c1ccccc1,99.0,0.3,97.0,105.0,11,99.0,97.0,20,1.0,-3.1,101.0
